Screening data (PubChem)
CHO parental Ca: ATP-evoked calcium signal inhibitors, parental CHO, primary screen, counter-screen for OX1R antagonist project, cell-based, fluorescence, Fluo-8 calcium dye. parental CHO-K1, ATP-induced calcium, Fluo-8 fluorescence. inhibition, % at 5.6 µM. hit rate 0.63% among 330,000;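 active = inhibition above that plate's mean sample inhibition plus 3 SD, cut at about 26% in these data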;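 also: 0% = ATP-challenged DMSO wells and 100% = DMSO wells without ATP; some compounds past the cut are filed as inactive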
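Material – parental CHO cells · Reagent – ATP stimulus · Compound – single nominal dose of 5.6 µM per compound · Detection – Fluo-8 fluorescence · Read-out basis – percent inhibition of calcium signal · Controls – ATP-challenged DMSO wells low, unchallenged DMSO wells high · Repeats – no replicates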
CHRM1 PAM: human M1 muscarinic receptor positive allosteric modulators, primary screen, CHO-K1 cells, Fluo-8 calcium fluorescence, 1536-well; CHO-K1 hM1, ACh EC20; 0% = ACh EC20, 100% = maximal ACh; activation, % at 3 µM; hit rate 0.088% among 360,000; AID 588819, 2011; in the data active = activation above about 19%, passing the limit was not always enough
V1aR counter: agonists of human V1a receptor, primary screen, counter-screen for OXTR agonist project, fluorescence, CHO-V1R cells. Vasopressin V1a receptor (Homo sapiens), P37288. activation, % at 3 µM. hit rate 0.25% among 320,000. Fluo-8 calcium fluorescence, agonist mode; 0% DMSO, 100% 3 nM vasopressin;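 active = activation above the mean activation of all tested compounds plus 3 SD, per screening run, cut at about 20% in these data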;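 also: signal is peak over basal fluorescence ratio across a 100 second FLIPR read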
M1 antag: human M1 muscarinic receptor antagonists, primary screen, CHO-K1 cells, Fluo-8 calcium fluorescence, 1536-well | hit rate 1.3% among 360,000 | CHO-K1 hM1, ACh EC80 antagonist | AID 588852, 2011 | Muscarinic acetylcholine receptor M1 (Homo sapiens), P11229 | inhibition, % at 3 µM;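 active = percent inhibition above its own plate's cutoff, namely the mean of that plate's compound wells plus 3 SD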;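 also: peak over basal fluorescence ratio during 140 s after agonist addition; 0% = ACh EC80 plus DMSO and 100% = DMSO alone without agonist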
TAAR1 antagonist: human TAAR1 antagonists, primary screen, Fluo-8 calcium fluorescence, CHO RD-HGA16 cells; Trace amine-associated receptor 1 (Homo sapiens), Q96RJ0; antagonist; inhibition, % at 3 µM; hit rate 1.5% among 360,000; AID 624466, 2012;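 active = inhibition above a per-plate cutoff, the mean inhibition of test compounds on that plate plus 3 SD, cut at about 49% in these data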;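 also: 0% = DMSO plus EC80 beta-PEA response and 100% = DMSO alone without agonist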
Target sequence (Q96RJ0 whole entry, looked up): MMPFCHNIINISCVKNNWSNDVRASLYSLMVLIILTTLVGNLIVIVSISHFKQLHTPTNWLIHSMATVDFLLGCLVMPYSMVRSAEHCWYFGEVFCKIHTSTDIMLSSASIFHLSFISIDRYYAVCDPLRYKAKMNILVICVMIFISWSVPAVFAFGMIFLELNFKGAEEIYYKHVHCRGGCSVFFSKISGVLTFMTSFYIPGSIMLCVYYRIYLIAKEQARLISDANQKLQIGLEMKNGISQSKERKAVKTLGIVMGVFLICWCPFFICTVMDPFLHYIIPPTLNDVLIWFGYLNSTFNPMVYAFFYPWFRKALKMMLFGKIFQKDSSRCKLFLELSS
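System: RD-HGA16 CHO cells with stable hTAAR1 and Gα16 | Probe or stimulus: EC80 β-phenethylamine stimulus | Dosing: 3 µM, single point | Times: Dye loading 75 min at 37 °C, then 30 min room temperature | Measured by: Fluo-8 calcium-sensitive fluorescence | Read-out basis: % inhibition of agonist calcium response | Replicates: n of 1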
CHRM1 agonist: human M1 muscarinic receptor agonists, primary screen, Fluo-8 calcium fluorescence, CHO-K1 cells, HTS. CHO-K1 hM1, agonist mode; 0% DMSO, 100% acetylcholine EC100. activation, % at 3 µM. hit rate 0.33% among 360,000. AID 588814, 2011;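 active = activation above the run's mean compound activation plus 3 SD, cut at about 16% in these data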;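 also: peak over basal fluorescence ratio within a 140 s kinetic read after compound addition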
OXTR potentiate: human OXTR potentiators, primary screen, fluorescence, CHO-OTR cells, Fluo-8 calcium; activation, % at 3 µM; hit rate 0.061% among 320,000; Oxytocin receptor (Homo sapiens), P30559; Fluo-8 calcium fluorescence, potentiator mode; 0% = oxytocin EC15, 100% = EC100;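 active = activation above that plate's cutoff, the mean activation of tested compounds plus 3 SD, cut at about 6.6% in these data, passing the limit was not always enough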;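 also: 100% uses oxytocin at 75 nM as the full agonist control; some results filed as inactive read as strong as hits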
Target sequence (P30559 whole entry, looked up): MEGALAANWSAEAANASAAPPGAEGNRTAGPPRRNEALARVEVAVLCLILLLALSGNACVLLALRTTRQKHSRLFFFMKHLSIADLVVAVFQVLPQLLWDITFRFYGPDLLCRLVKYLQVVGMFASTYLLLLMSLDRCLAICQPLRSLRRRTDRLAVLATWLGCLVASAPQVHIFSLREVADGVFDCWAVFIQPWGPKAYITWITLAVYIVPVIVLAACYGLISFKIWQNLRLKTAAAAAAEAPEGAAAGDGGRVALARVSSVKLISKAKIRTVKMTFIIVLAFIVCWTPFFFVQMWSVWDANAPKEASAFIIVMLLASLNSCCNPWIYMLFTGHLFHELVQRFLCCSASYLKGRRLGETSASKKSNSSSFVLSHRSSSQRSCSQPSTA
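test system = CHO-OTR cells, human receptor | compound = single-point 3.0 µM | schedule = 6 min compound pre-incubation at room temperature, 100 s kinetic read | signal = Fluo-8 no-wash calcium dye fluorescence, excitation 470-495 nm, emission 515-575 nm | repeats = single well per compound, singlicate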
OXTR agonist: human OXTR agonists, primary screen, fluorescence, CHO-OTR cells, Fluo-8 calcium. Oxytocin receptor (Homo sapiens), P30559. Fluo-8 calcium fluorescence; normalized: DMSO 0%, oxytocin 100%. activation, % at 3 µM. hit rate 0.32% among 320,000;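 active = activation above the mean of all tested compounds plus 3 SD, cutoff set per screening run, cut at about 20% in these data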;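 also: peak over basal fluorescence ratio from a 100 s FLIPR kinetic read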
TAAR1 ag: human TAAR1 agonists, primary screen, Fluo-8 calcium fluorescence, CHO RD-HGA16 cells; activation, % at 3 µM; AID 624467, 2012; hit rate 0.99% among 360,000; vehicle wells 0%, saturating PEA agonist 100%;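 active = activation above the mean activation of all test compounds in the run plus 3 SD, cut at about 38% in these data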
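Repeats: no replicates (n 1) | Material: CHO-derived RD-HGA16 cells with stable Gα16 and human TAAR1 | Technique: Kinetic Fluo-8 calcium fluorescence | Schedule: 17-24 h seeding, 75 min 37 °C dye, 30 min RT | Evaluation: % activation from peak over basal fluorescence ratio, DMSO-to-PEA scaled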
An asterisk follows results filed as active; . = not tested or not shown. Compounds were not picked by outcome, and some 3.7% of all compounds hit somewhere here.

SMILES	CHO parental Ca	CHRM1 PAM	V1aR counter	M1 antag	TAAR1 antagonist	CHRM1 agonist	OXTR potentiate	OXTR agonist	TAAR1 ag
CC1CN(S(=O)(=O)c2ccc(C(=O)NC3CCCCC3)cc2)CC(C)O1 (stereo not drawn)	-9	0	0.7	-7	-13	-3	1	0.9	0
c1ccc(-c2csc3ncnc(NCC4COc5ccccc5O4)c23)cc1 (stereo not drawn)	79*	-16	-0.4	33	39	-8	-7	-0.7	0
Cc1c(Cl)c(-c2n[nH]c(=S)n2-c2ccc(F)cc2)nn1C	-11	12	-0.5	-26	-6	3	-13	0.7	14
O=C(CSc1nnc(NC2CC2)s1)c1ccc[nH]1	-7	7	1.5	-11	-1	0	4	2.6	3
CCOc1ccccc1NC(=O)Cc1coc2ccc(C)cc12	-34	-8	-0.7	10	13	-6	-7	-0.8	2
CNS(=O)(=O)c1ccc(NC(=O)c2ccccn2)cc1	-11	10	0.2	-3	8	3	0	1.3	3
COc1cc(C(=C(CC(=O)O)C(=O)O)c2ccc3c(c2)OCO3)cc(OC)c1OC	.	8	.	-17	-23	-2	.	.	2
Cc1cc(OCCN2CCCC2)ccc1C(C)C	-7	4	1.1	-3	-9	-5	-7	1.0	2
CCCOc1ccc(/C=N/Nc2cccc([N+](=O)[O-])c2)c(O)c1	-9	4	-0.7	-4	-3	-5	-10	-1.4	-1
O=C(CCCOc1ccc(Br)cc1)Nc1nnc(C2CC2)s1	-5	11	1.7	-14	-15	-2	0	1.4	1
Cc1ccc(/C=N/c2sc(Cc3ccccc3)c(C)c2C(N)=O)o1	-7	2	0.7	1	2	-3	-3	1.7	2
Cc1cccc(CCNS(=O)(=O)c2ccc(S(=O)(=O)N3CCC(C)CC3)cc2)c1	-18	-2	-0.8	1	-16	-2	-6	-1.1	5
CCC(C(=O)NC1CCCC1)n1c(SCc2cccc(C)c2)nc2ccncc21 (stereo not drawn)	-7	-18	2.3	17	-3	-12	-2	-1.2	2
CCN(c1ccccc1)S(=O)(=O)c1nnc(NC(=O)c2ccco2)s1	-11	2	0.0	2	-21	-2	-5	-0.9	4
C=CCCC(=O)Nc1nc(C)c(-c2csc(Nc3cc(Cl)ccc3OC)n2)s1	-13	11	0.9	-7	-4	-3	-9	-0.5	4
O=C(CSc1n[nH]c(=O)n1C1CC1)Nc1ccc(OC(F)(F)F)cc1	-7	13	3.6	-25	6	1	-4	0.9	3
COC(=O)c1ccc(C2NC(=O)NC(C)=C2C(=O)N(C)C)cc1 (stereo not drawn)	0	2	0.3	-3	-4	-2	-11	0.3	4
Cc1c(C#N)sc2nc(-c3ccccc3)nc(N3CCCC3)c12	-5	0	-0.6	-16	-15	-1	-14	-0.6	11
Cc1cc(C)n(-c2nc3ccccc3nc2N2CCCC2)n1	-9	-3	-1.4	-3	-1	-7	-4	-1.5	2
CCCNC(=O)c1cccc(COCC(F)(F)C(F)F)c1	-9	-7	-0.2	13	-8	-5	3	-0.2	4
COCCNc1nc(-c2ccccc2)nc2c1oc1ccccc12	-27	5	-0.8	-18	-25	-4	-1	-2.6	0
CCCC(C(=O)NC1CCCC1)N(C(=O)Cn1nnc(-c2ccc(C)o2)n1)c1ccccc1F (stereo not drawn)	.	6	.	0	-12	-11	.	.	-4
COc1ccc(N2CCN(C(=O)c3sc4ncn(CC(=O)N5CCCCC5C)c(=O)c4c3C)CC2)cc1 (stereo not drawn)	-6	-14	6.8	15	-16	-5	-9	5.4	3
Cc1ccc(C2=NS(=O)(=O)N(C)C(C(=O)NCc3ccc4c(c3)OCO4)=C2)cc1	-1	-9	1.9	8	28	-2	-3	0.0	2
Clc1ccc(C#Cc2cccnc2)cc1	-12	13	-1.1	-6	8	-1	-11	-1.1	2
SMILES	CHO parental Ca	CHRM1 PAM	V1aR counter	M1 antag	TAAR1 antagonist	CHRM1 agonist	OXTR potentiate	OXTR agonist	TAAR1 ag
O=C(COC(=O)CCc1c[nH]c(=O)[nH]1)Nc1cccc(Cl)c1	2	-4	0.7	4	3	-4	-3	-1.4	0
O=C(Nc1ccc(F)cc1)N1CCN(c2ncccn2)CC1	-4	12	0.2	1	-6	0	-17	-0.6	7
CCOC(=O)c1cn(CC(=O)Nc2cccc(F)c2)nn1	5	11	1.4	1	-4	-6	-5	1.0	4
O=S(=O)(/N=C(/Nc1cccc2ccccc12)c1ccccc1)c1ccc(Br)cc1	3	6	-0.7	-4	-36	-3	-9	-2.3	0
COc1cccc(Oc2ccc(S(=O)(=O)N3CCCC3)cc2[N+](=O)[O-])c1	11	13	0.8	-8	-23	-3	-12	-1.2	-1
Cc1ccc(C)c(NC(=O)N2CCc3ccccc3C2)c1	-7	-2	0.3	14	-5	-5	-11	-0.3	86*
O=CNCc1nc2ccccc2n1CCCc1ccccc1	-1	3	6.1	-4	3	-4	-6	5.3	7
O=C(c1ccccc1)N1CCC(c2nc3c(nnn3Cc3ccccc3Cl)c(=O)[nH]2)CC1	-35	6	0.0	-11	-7	-6	1	-0.8	3
C/C(=N\NC(=O)CNC(=O)c1ccc2c(c1)OCCO2)c1ccco1	-7	10	0.1	-18	3	-5	-8	-1.1	0
O=C(NC1CCCCC1)c1cccnc1C(=O)O	2	6	-0.5	-4	-3	-4	-4	-0.5	5
O=C1CCN(Cc2ccc(Br)cc2)CCN1[C@H](CO)Cc1ccccc1	-14	10	3.8	-12	6	-2	-5	5.3	1
CN(C)S(=O)(=O)c1ccc(N2CCCC2)c(C(=O)NCc2ccc(Cl)cc2)c1	-5	4	-0.3	-22	4	-6	-2	-1.6	13
CCCCCn1c(=O)[nH]c2cc(C(=O)N3CCN(c4ccc(C(C)=O)cc4)CC3)ccc2c1=O	0	3	11	-4	14	-5	-15	4.6	5
O=C(NCCSCc1ccco1)Nc1ccc(Cl)cc1	4	-6	4.5	-9	17	1	-17	4.4	10
CC(C)(C)c1ccc(C(=O)c2c[nH]c(C(=O)NCCCn3ccnc3)c2)cc1	-17	2	0.9	-11	10	-7	3	0.5	7
COc1ccc(NC(=O)N[C@@H](CCSC)C(=O)O)cc1OC	-4	4	-0.5	-21	17	-2	-2	0.0	-3
Nc1c(Cl)c(Cl)nc(C(=O)N/N=C/c2cccnc2)c1Cl	-10	6	0.3	-2	-6	2	-3	-0.3	2
C#Cc1cccc(NC(=O)Cc2cccs2)c1	-5	3	1.3	-2	16	0	-1	1.0	0
COc1ccc(NC(C)C(=O)Nc2cc(C(F)(F)F)ccc2N2CCOCC2)c(OC)c1 (stereo not drawn)	-35	-4	-1.4	12	-11	-9	-5	-1.6	0
Nc1nc(CN2CCN(c3ccccc3)CC2)nc(N2CCCc3ccccc32)n1	-17	3	-1.4	0	-2	-4	3	-0.2	14
COC(=O)c1ccc(OC)cc1OCC(=O)N1CCN(c2ccc(F)cc2)CC1	0	9	0.9	-10	5	-3	-10	-0.6	7
CCCCN1CC(=O)N2[C@H]3c4cc(C)ccc4OC[C@@H]3[C@H](c3ccccc3)[C@]2(C)C1=O	-26	1	8.9	-6	4	-2	-2	-0.4	11
NC(=O)c1ccc(Nc2ccc3c(c2)CCC3)c([N+](=O)[O-])c1	-3	1	1.7	2	10	-10	-12	0.4	0
CC1=C(C(=O)Nc2ccccn2)C(c2ccc(Br)cc2)NC(=S)N1 (stereo not drawn)	-12	1	0.4	-6	-19	-2	-3	-0.5	7
COc1ccc(-c2n[nH]c(=S)n2-c2ccc3c(c2)OCCO3)cc1	-14	5	0.0	-5	-7	-5	-4	-0.7	12
SMILES	CHO parental Ca	CHRM1 PAM	V1aR counter	M1 antag	TAAR1 antagonist	CHRM1 agonist	OXTR potentiate	OXTR agonist	TAAR1 ag
COc1cc(OC)c2c(OC)cccc2n1	-7	13	-1.6	-13	-7	-4	-9	-1.8	0
COc1ccc(-c2noc(CCCC(=O)NCCc3ccccc3)n2)cc1OC	-10	6	2.0	-7	3	-2	-15	-2.1	58*
CSc1nnnc2ccccc12	.	11	.	-12	2	-4	.	.	2
N/C(=N\OC(=O)Cc1ccccc1)c1ccc([N+](=O)[O-])cc1	-3	4	0.8	-4	1	-11	-10	-1.4	1
O=C(NCc1cccs1)C1CCCN(S(=O)(=O)c2ccc3c(c2)OCO3)C1 (stereo not drawn)	-20	0	0.8	-15	-21	-5	-7	0.5	3
S=C(NNC(=S)NC1CC2CCC1C2)NC1CC2C=CC1C2 (stereo not drawn)	-18	1	1.3	9	-31	0	-6	0.5	3
Cc1ccc(C(=O)N/C(=C/c2ccc(N(C)C)cc2)C(=O)NCC2CCCO2)cc1 (stereo not drawn)	-1	6	1.4	-5	-20	-3	-7	0.9	3
Clc1ccccc1Cn1nnc(-c2cccs2)n1	-10	3	-0.6	-39	6	-4	-15	-1.9	11
C[C@@]12C(=O)N(CC3CCCO3)CC(=O)N1[C@H]1c3ccccc3OC[C@@H]1[C@@H]2c1ccccc1 (stereo partly drawn)	-11	4	0.1	-12	22	-2	-2	0.2	2
Cc1[nH]c2ccccc2c1/C=C(\C#N)S(=O)(=O)c1ccccc1	-3	-10	3.6	10	22	-1	-11	6.5	5
